OPRM1-OPRD1 ag = agonists of OPRM1-OPRD1 heterodimerization, primary screen, cell-based, luminescence; cells; activation, % at 9.3 µM; hit rate 0.3% among 340,000; AID 504326, 2011; in the data active means activation above about 18%;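 further: 0% = vehicle-treated cells and 100% = reference agonist; values of inactives mirror those of a sister screen read the other way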
PKA-R1A activ = activators of PKA-R1A holoenzyme, primary screen, biochemical, fluorescence polarization, Cy5-IP20, bovine R1A, mouse PKAc; activation, % at 11.4 µM; AID 504707, 2011; hit rate 0.083% among 340,000; cAMP-dependent protein kinase type I-alpha regulatory subunit (Bos taurus) + …; PKA-R1A dissociation; scaled: DMSO 0%, 113 µM cGMP 100%;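 active means percent activation above the mean of all tested compounds plus 3 SD, cut at about 19% in these data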;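 further: higher means more PKAc released from R1A so a rise in polarization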
phage Ecoli inh = growth loss of phage-infected E. coli, primary screen, RecBCD inhibitor project, absorbance, with phage, HTS | hit rate 0.26% among 360,000 | inhibition, % at 11.9 µM | AID 651602, 2012; in the data active means inhibition above about 11%
Ecoli viability = E. coli V3065 growth inhibition, primary screen, counter-screen for AddAB inhibitor project, absorbance, OD600; 18 h; inhibition, % at 11.9 µM; hit rate 0.27% among 330,000;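 active means inhibition above the campaign's mean inhibition across all tested compounds plus 3 SD, cut at about 9.9% in these data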;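 further: uninfected addAB+ strain grown without phage in ampicillin broth; 0% = DMSO wells and 100% = ciprofloxacin 0.95 µg/ml wells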
HTR5A inv ctr = HTR5A inverse agonists in luminescence cell assay, primary screen, counter-screen for OPRM1-OPRD1 heterodimer inverse agonist project, full-deck HTS; 5-hydroxytryptamine receptor 5A (Homo sapiens), P47898; inhibition, % at 9.3 µM; hit rate 0.083% among 340,000; HTR5A cell line, inverse agonism; in the data active means inhibition mostly above about 23%, no sharp cut-off; inactive means mostly below about 18%;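 further: 0% = cells with DMSO and 100% = no-cell wells with DMSO; some compounds called inactive have numbers as strong as hits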
Target sequence (P47898 whole entry, looked up): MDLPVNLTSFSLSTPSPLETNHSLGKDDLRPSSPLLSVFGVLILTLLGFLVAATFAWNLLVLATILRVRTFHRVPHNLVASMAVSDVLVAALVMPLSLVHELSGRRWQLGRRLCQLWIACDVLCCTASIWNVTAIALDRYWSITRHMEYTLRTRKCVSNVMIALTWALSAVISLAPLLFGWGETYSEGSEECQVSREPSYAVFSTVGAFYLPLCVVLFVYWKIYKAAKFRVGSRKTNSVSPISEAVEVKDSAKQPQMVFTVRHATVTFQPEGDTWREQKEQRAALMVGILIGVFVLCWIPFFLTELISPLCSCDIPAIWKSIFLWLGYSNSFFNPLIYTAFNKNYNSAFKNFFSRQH
DSG3 Ab inh = inhibitors of pemphigus antibody binding to DSG3, primary screen, biochemical, bead-based, flow cytometry, scFv-GFP. AID 588358, 2011. Desmoglein-3 (Homo sapiens), P32926. DSG3-coupled beads, scFv-anti-DSG3-GFP binding; stronger effect = lower value. hit rate 0.48% among 310,000. binding (percent of control), % at 10 µM;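 active means binding more than 3 SD below its plate's average and above zero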; further: some compounds called inactive have numbers as strong as hits
HTR5A ag = HTR5A agonists in luminescence cell assay, primary screen, counter-screen for OPRM1-OPRD1 heterodimer agonist project, full-deck HTS | hit rate 0.61% among 340,000 | AID 504692, 2011 | activation, % at 9.3 µM | cell-based | 5-hydroxytryptamine receptor 5A (Homo sapiens), P47898; in the data active means activation mostly above about 9.5%, no sharp cut-off; inactive means mostly below about 7.6%;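 further: 0% = cells with vehicle only and 100% = reference agonist; strong numbers were not always called active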
PfHsp90 yeast 2 = growth inhibition of PfHsp90-expressing yeast, primary screen, antimalarial PfHsp90 inhibitor project, S. cerevisiae, BacTiter-Glo luminescence, single point, set 2 | inhibition, % at 9.4 µM | BacTiter-Glo ATP, 48 h; yeast lacking PDR1 and PDR3 efflux regulators | AID 504621, 2011 | hit rate 0.32% among 310,000;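 active means every replicate shows inhibition above about 80%, whatever the replicate mean, limit read from the data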;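 further: 0% = DMSO neutral controls and 100% = 20 µM radicicol positive controls; yeast relying on Plasmodium falciparum Hsp90 in place of its own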
AddAB inh = growth inhibition of E. coli expressing H. pylori AddAB, primary screen, AddAB inhibitor project, absorbance. inhibition, % at 11.9 µM. hit rate 0.29% among 330,000. AID 435030, 2010; in the data active means inhibition above about 12%;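 further: 0% = vehicle wells of infected cells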
SUMO Mot1 rescue = yeast Mot1-301 growth rescue at high temperature, primary screen, SUMOylation pathway inhibitor project, S. cerevisiae, ATP luminescence, 38.5C; AID 2716, 2010; hit rate 1% among 320,000; S. cerevisiae Mot1-301 growth rescue; percent above DMSO median, 100 means doubled; growth rescue, % at 18.8 µM;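 active means every valid replicate shows activation above 250% relative to neutral control wells; inactive means the rest, any valid replicate at or below 250%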;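 further: OY570 slx delta 5 strain wells were the positive control but not used for scaling; some compounds called inactive have numbers as strong as hits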
OPRM1-OPRD1 inv = inverse agonists of MOR-DOR heterodimerization, primary screen, cell-based, luminescence; inhibition, % at 9.3 µM; cell-based MOR-DOR heterodimer luminescence, inverse agonism; hit rate 0.21% among 340,000; in the data active means inhibition above about 22%, passing the limit was not always enough;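 further: 0% = cells with DMSO and 100% = wells without cells with DMSO; values of inactives mirror those of a sister screen read the other way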
* marks the source's active call; other numbers are inactive results; . = no result given.

Structure	SUMO Mot1 rescue	OPRM1-OPRD1 ag	OPRM1-OPRD1 inv	phage Ecoli inh	DSG3 Ab inh	HTR5A ag	PfHsp90 yeast 2	PKA-R1A activ	HTR5A inv ctr	Ecoli viability	AddAB inh
CCOC(=O)c1cccc(NC(=O)CSc2nnc(C3CCCCC3)n2CC)c1	227	-1.2	7	-0.3	101	-1	.	-4	-9	-1.5	-0.5
O=C(Nc1ccccc1OC(F)F)c1ccccc1	10	-1.1	6	4.4	101	1	-7	-6	11	2.7	3.7
O=C(Nc1ccc(S(=O)(=O)Nc2ncccn2)cc1)c1cccc(S(=O)(=O)N2CCCC2)c1	198	0.0	0	-0.2	88	10	5	-5	25	2.6	-0.9
COc1ccc2c(c1)c(C(O)CN1CCC(Cc3ccccc3)CC1)c(C)n2C (stereo not given)	.	1.9	-10	1.4	109	2	12	2	7	-2.1	-0.3
COc1cccc(CN2CC(C(=O)N3CCCCCC3)CCC2=O)c1 (stereo not given)	12	1.5	-10	3.5	101	3	-8	-3	2	1.4	0.1
COc1ccc(NC(=O)NCCN2CCN(c3cccc(Cl)c3)CC2)cc1	-11	2.8	-17	5.0	95	19*	-17	1	-58	3.2	2.0
COC(=O)CCC(=O)OC1(C)C(=O)C=C2C=C(C3CC3)N(c3cccc(C#N)c3)C=C2C1=O (stereo not given)	20	6.9	-38	-0.8	100	4	-9	-14	-11	2.7	2.0
O=C(Nc1ccccn1)c1cc2ccccc2o1	-1	-0.8	5	1.5	117	0	39	-3	11	0.5	0.2
Cc1cc(NCc2ccc(F)cc2)nc2cc(Cl)ccc12	-1	8.8	-45	5.3	121	2	-7	-8	14	2.6	0.7
CN(CC(=O)Nc1ccccc1C(F)(F)F)C(=O)COc1ncnc2ccccc12	.	-2.5	12	0.8	101	-2	13	-9	7	1.1	0.0
O=C(O)C1CCCN1S(=O)(=O)c1cccc(S(=O)(=O)N2CCCC2C(=O)O)c1 (stereo not given)	-12	-3.3	18	2.9	102	1	27	-17	17	2.4	3.6
CCOc1ccc(-c2cnc3n2CCCCC3)cc1	8	-2.6	13	3.8	117	-2	10	-7	-5	-0.8	1.5
COC(=O)[C@H](CC(C)C)NS(=O)(=O)N(Cc1ccccc1)[C@@H](CC(C)C)C(=O)OC	-24	6.4	-37	1.6	110	-2	-7	7	10	1.2	0.9
CC1(C)c2ccccc2-c2nc3ccccc3cc2C1N1CCOCC1 (stereo not given)	.	7.6	-39	1.6	93	8	5	0	-33	.	.
CC(C)CC1NC(=O)N(CC(=O)Nc2ccc(OC(F)F)cc2)C1=O (stereo not given)	.	-2.6	13	3.6	104	11	3	6	-4	.	.

Following part
Structure	SUMO Mot1 rescue	OPRM1-OPRD1 ag	OPRM1-OPRD1 inv	phage Ecoli inh	DSG3 Ab inh	HTR5A ag	PfHsp90 yeast 2	PKA-R1A activ	HTR5A inv ctr	Ecoli viability	AddAB inh
Cc1ccc(OCC(=O)N2CC(C)CC(C)C2)c([N+](=O)[O-])n1 (stereo not given)	-12	-0.5	3	2.6	92	-3	.	-1	10	1.7	-0.1
Cc1ccc(S(=O)(=O)Nc2nc(-c3ccc(F)cc3)cs2)cc1	229	-1.8	9	3.9	95	-7	5	-16	33	1.5	2.0
C/C(=C\c1ccccc1)CN1CCC(C(=O)N2CCCCC2)CC1	-20	-1.3	7	2.4	116	3	25	5	8	0.5	1.0
CC(=O)Nc1ncc(Cc2cccc(Cl)c2Cl)s1	-7	-0.1	1	4.2	107	-2	22	-2	5	-1.0	2.5
O=C(COc1ncnc2ccccc12)NC1CCCCC1	-1	-2.4	9	6.3	103	2	3	-5	-7	-1.9	-0.2
N#CC[C@H](Cc1ccccc1)N1CC[C@@H](O)CCC1=O	10	-3.4	16	3.5	106	-2	-9	1	-5	0.9	1.2
Cc1nc(N)c(Cc2ccc(Cl)cc2Cl)c(N)n1	233	.	.	4.9	103	.	-5	.	.	3.4	5.0
CCN(C[C@H]1N[C@@](C)(C(=O)OC)[C@H]2C(=O)N(Cc3ccccc3)C(=O)[C@@H]12)C(=O)c1ccc(C)cc1	.	-2.3	11	2.1	95	4	9	6	-16	-1.2	0.8
Cc1cc(C)c2c(N)c(C(=O)c3ccc(Cl)c(Cl)c3)sc2n1	-7	0.0	0	1.9	87	0	-2	-10	27	0.7	3.4
O=C(Nc1ccc(S(=O)(=O)N2CCCCCC2)cc1)c1[nH]ncc1[N+](=O)[O-]	1	0.4	-2	3.1	.	4	-17	2	-14	0.5	1.6
O=C(CN(CC1CCCO1)C(=O)CNS(=O)(=O)c1ccc(F)cc1)NCc1ccc(F)cc1 (stereo not given)	-17	0.6	-4	-3.0	109	-2	8	-2	5	0.8	0.4
C=CCOn1c(=O)c(-c2cccs2)[n+]([O-])c2ccccc21	23	-0.5	2	3.5	126	5	.	-4	-3	2.5	1.6
O=C(O)c1ccc(-c2nc(-c3ccc(Cl)cc3)cs2)cc1	.	-2.7	17	4.7	85	1	7	-5	-8	.	.
C=CCN=C1SCC(=O)N1S(=O)(=O)c1ccc(C)cc1	49	-2.7	15	0.5	.	-3	6	1	5	1.9	3.8
CCn1c(C2CCN(S(=O)(=O)c3ccc(OC)cc3)CC2)n[nH]c1=S	9	-1.2	6	3.0	108	-1	4	1	3	3.5	2.9

Next section.
Structure	SUMO Mot1 rescue	OPRM1-OPRD1 ag	OPRM1-OPRD1 inv	phage Ecoli inh	DSG3 Ab inh	HTR5A ag	PfHsp90 yeast 2	PKA-R1A activ	HTR5A inv ctr	Ecoli viability	AddAB inh
COCCCN1C(=O)C(=O)/C(=C(/O)c2ccc(S(=O)(=O)N3CCCCC3)cc2)C1c1cccc(OC)c1 (stereo not given)	-13	-0.4	2	1.1	107	3	5	-4	-13	-1.2	0.0
NS(=O)(=O)c1ccc(NC(=O)COC(=O)c2c3c(nc4ccccc24)/C(=C\c2ccc4c(c2)OCO4)CCC3)cc1	10	2.0	-14	1.5	100	8	-32	1	-7	-0.5	2.6
CC(=O)c1cc(F)ccc1OCC(=O)N1CCCc2ccccc21	-17	-1.4	10	1.6	.	0	28	-1	0	0.7	-0.8
Cc1ccc(C(=O)NCCc2ccc(S(=O)(=O)N3CCCC3)cc2)cc1	28	-1.5	7	5.3	103	3	13	6	-12	-0.6	-2.0
Cc1cc(C(=O)Nc2ccc3c(c2)CCC3)c2ccccc2n1	7	-0.6	3	.	103	2	-72	-17	-5	-1.8	0.6
Cc1ccc(C(=O)COC(=O)CCN2C(=O)C3C4C=CC(C5CC45)C3C2=O)cc1 (stereo not given)	-4	0.3	-2	0.1	.	-1	-2	2	9	-0.8	2.2
Cc1cc(C)cc(OCC(=O)OCC(=O)Nc2cc(S(=O)(=O)N3CCOCC3)ccc2Cl)c1	25	3.7	-15	1.0	.	11	2	2	-26	-0.1	0.7
Cc1cccc(C)c1OCCn1nnc2ccccc21	41	-2.0	9	-0.1	100	-1	12	-7	4	-1.6	-0.5
C=C(C)CNC(=S)Nc1cccc2cnccc12	5	3.4	-23	3.2	100	8	-8	5	-22	1.1	3.2
CC(=O)NCCn1c(SCc2ccc(C)cc2)nc2ccccc2c1=O	-18	-2.9	13	1.0	94	2	-10	-16	-6	1.3	0.9
O=C(NNC(=O)c1cccs1)c1ccc(Br)cc1	15	1.6	-13	1.8	132	-2	3	5	9	-1.6	3.2
O=C(c1ccncc1)N1CCc2ccccc2C1	1	-1.5	8	-2.7	104	0	4	13	-5	-2.2	-0.2
COc1ccc(-c2ccnc(-c3ccc(OCCCF)cc3)n2)cc1	13	-0.5	3	2.5	100	3	13	1	-9	2.0	1.4
CS(=O)(=O)c1ccc(Cl)c(NC(=O)CCCc2nc3ccccc3c(=O)[nH]2)c1	1	-2.4	16	0.5	108	4	-12	1	2	-1.4	2.5
O=C(c1ccc(F)c(S(=O)(=O)N2CCOCC2)c1)N1CCc2ccccc21	464	0.1	-1	1.6	.	-1	-3	5	2	-0.8	0.1

(continued)
Structure	SUMO Mot1 rescue	OPRM1-OPRD1 ag	OPRM1-OPRD1 inv	phage Ecoli inh	DSG3 Ab inh	HTR5A ag	PfHsp90 yeast 2	PKA-R1A activ	HTR5A inv ctr	Ecoli viability	AddAB inh
CCCCNC(=O)Oc1cccc(N2CCCC2=O)c1	-6	-0.4	2	4.4	113	1	1	-7	-14	-2.5	2.1
COc1ccc(NC2CCCN(C(=O)CCn3cccn3)C2)cc1 (stereo not given)	-7	-2.0	10	1.1	111	-2	-9	-5	6	-0.8	-1.8
C=CCNC(=O)COc1cc(C)ccc1C	-10	-3.0	13	1.7	97	-2	5	-5	-38	-0.7	-2.2
CCOc1ccccc1NC(=O)C1CCCN(S(=O)(=O)c2c(C)[nH]c(=O)[nH]c2=O)C1 (stereo not given)	-7	-1.7	7	.	106	-6	-8	-1	9	0.3	3.6
Cc1cc(C)n(-c2ccc(C(=O)Nc3cccc([N+](=O)[O-])c3)cc2)n1	9	0.1	-1	4.6	100	-6	0	-12	15	-0.5	0.2
COc1cccc(C(=O)Nc2ccc(C3CC3(Cl)Cl)cc2)c1 (stereo not given)	-15	1.7	-9	6.5	99	0	-16	-3	-1	-1.4	1.8
COc1ccc(-c2nc3ncccc3n2O)cc1	1	-1.7	8	4.0	99	2	8	-13	-8	6.9	5.0

Retrieved by compound from above (five):
Structure	SUMO Mot1 rescue	OPRM1-OPRD1 ag	OPRM1-OPRD1 inv	phage Ecoli inh	DSG3 Ab inh	HTR5A ag	PfHsp90 yeast 2	PKA-R1A activ	HTR5A inv ctr	Ecoli viability	AddAB inh
O=C(CN(CC1CCCO1)C(=O)CNS(=O)(=O)c1ccc(F)cc1)NCc1ccc(F)cc1 (stereo not given)	-17	0.6	-4	-3.0	109	-2	8	-2	5	0.8	0.4
Cc1ccc(C(=O)COC(=O)CCN2C(=O)C3C4C=CC(C5CC45)C3C2=O)cc1 (stereo not given)	-4	0.3	-2	0.1	.	-1	-2	2	9	-0.8	2.2
COC(=O)[C@H](CC(C)C)NS(=O)(=O)N(Cc1ccccc1)[C@@H](CC(C)C)C(=O)OC	-24	6.4	-37	1.6	110	-2	-7	7	10	1.2	0.9
C/C(=C\c1ccccc1)CN1CCC(C(=O)N2CCCCC2)CC1	-20	-1.3	7	2.4	116	3	25	5	8	0.5	1.0
O=C(NNC(=O)c1cccs1)c1ccc(Br)cc1	15	1.6	-13	1.8	132	-2	3	5	9	-1.6	3.2

From PubChem BioAssay
